# TDP1 block: qHTS Assay for Inhibitors of Tyrosyl-DNA Phosphodiesterase (TDP1). Potency, µM (top dose mostly 130 µM), without a hit: at the highest dose activity change, negative = inhibition, most hits filed as inhibitors. recombinant TDP1, AlphaScreen DNA substrate cleavage. AID 485290, 2010. Tyrosyl-DNA phosphodiesterase 1 (Homo sapiens), Q9NUW8. 350,000 compounds, 0.28% hits; note: nearly all actives have a fitted effect of over 40% in size
# Target sequence (Q9NUW8 whole entry, looked up): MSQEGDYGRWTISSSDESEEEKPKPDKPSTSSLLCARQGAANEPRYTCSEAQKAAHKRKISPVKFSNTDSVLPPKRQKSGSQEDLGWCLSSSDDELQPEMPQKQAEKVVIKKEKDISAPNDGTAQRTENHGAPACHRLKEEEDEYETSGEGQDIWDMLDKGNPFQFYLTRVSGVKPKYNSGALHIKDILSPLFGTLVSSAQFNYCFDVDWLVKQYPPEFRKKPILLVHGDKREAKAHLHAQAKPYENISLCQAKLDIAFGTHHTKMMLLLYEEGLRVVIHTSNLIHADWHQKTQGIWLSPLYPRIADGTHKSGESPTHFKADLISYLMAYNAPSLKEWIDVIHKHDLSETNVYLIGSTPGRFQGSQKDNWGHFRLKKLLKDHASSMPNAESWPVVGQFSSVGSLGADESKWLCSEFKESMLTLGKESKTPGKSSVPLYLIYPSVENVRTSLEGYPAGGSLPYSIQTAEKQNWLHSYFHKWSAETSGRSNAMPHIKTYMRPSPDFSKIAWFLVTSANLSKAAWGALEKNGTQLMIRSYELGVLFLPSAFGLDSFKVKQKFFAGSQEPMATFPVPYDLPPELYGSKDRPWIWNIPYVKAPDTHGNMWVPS
#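 AlphaScreen read-out: signal falls as enzyme removes the 3' tyrosine-FITC from a 5'-biotinylated DNA oligo (15 nM, 5 min, RT). Enzyme was E. coli-made recombinant Tdp1 at 1 nM, exposed to compound for 15 min beforehand; beads 10 ug/ml, 10 min.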
# FEN1 inhibitor: qHTS Assay for the Inhibitors of Human Flap endonuclease 1 (FEN1); P39748; 390,000 compounds, 0.35% hits; AID 588795, 2011; Recombinant FEN1 flap cleavage, fluorescence, 15 min; Potency, µM (series often up to 114 µM), without a hit: top-dose activity change, negative = inhibition, most hits filed as inhibitors; note: nearly all actives have a fitted effect of over 65% in size
# Target sequence (P39748 whole entry, looked up): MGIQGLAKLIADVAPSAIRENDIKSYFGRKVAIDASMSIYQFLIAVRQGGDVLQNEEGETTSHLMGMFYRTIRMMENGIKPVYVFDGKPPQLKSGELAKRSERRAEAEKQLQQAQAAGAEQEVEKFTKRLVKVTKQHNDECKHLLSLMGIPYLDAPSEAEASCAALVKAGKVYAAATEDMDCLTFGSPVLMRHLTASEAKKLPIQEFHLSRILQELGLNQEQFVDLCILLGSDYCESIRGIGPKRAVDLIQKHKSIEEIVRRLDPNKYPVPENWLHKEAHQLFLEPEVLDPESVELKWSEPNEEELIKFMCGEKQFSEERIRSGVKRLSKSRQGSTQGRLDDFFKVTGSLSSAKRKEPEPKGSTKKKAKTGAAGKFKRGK
#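 Reaction started by adding substrate (50 nM final) to 10 nM enzyme after 15 min room-temperature compound preincubation. Reads at 0 and 15 min, with data normalized and fitted to a four-parameter Hill equation.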
# N370S GC: qHTS Assay for Inhibitors and Activators of N370S glucocerebrosidase as a Potential Chaperone Treatment of Gaucher Disease; Lysosomal acid glucosylceramidase (Homo sapiens), P04062; N370S GC spleen homogenate, 4MU-glucoside fluorescence; Potency, µM (doses to about 59.4 µM), without a hit: at the top dose activity change, negative = inhibition, most hits filed as inhibitors; 330,000 compounds, 0.092% hits; AID 2101, 2009;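 note: 0% = full enzyme activity and -100% = no enzyme basal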
# * hit, by the source's call; u = inconclusive; x = no result given; [ ] = dose if it differs, or a comment. Calls come from the whole dose curve; as a rule, active = well fitted curve in the direction sought with a large enough effect; inconclusive = small, poorly fitted or top-dose-only effect, or another doubt; inactive = no such curve, though single readings can be large; an effect the other way counts as inactive or inconclusive. Unless noted, % is set by controls: 0 for no effect and ±100 for the full control effect; potency is the fitted concentration of half-maximal effect.
1: CC1CCN(c2ccc3nnc(CCC(=O)NCC(C)c4ccccc4)n3n2)CC1 (stereo not given)
2: CCN(CC)C(=O)Cn1cc(C(=O)C(=O)NCc2ccccn2)c2ccccc21
3: Nc1c(S(=O)(=O)c2cccs2)c2nc3ccccc3nc2n1Cc1ccccc1
4: O=C(Nc1cccc(C(=O)O)c1)/C(=C\c1ccc(F)cc1)NC(=O)c1ccco1
5: CN(CCc1cn[nH]c1)Cc1nc(Cc2ccccc2F)no1
6: COc1cccc(NC(=O)N2CCC(CN3CCOCC3)CC2)c1
7: COc1ccccc1CNC(=O)CSc1nc(-c2ccc(OC)c(OC)c2)cc(C(F)(F)F)n1
8: Cc1cccc(NC(=O)c2cccnc2)c1C
compound no. | 1 | 2 | 3 | 4 | 5 | 6 | 7 | 8
TDP1 block | 2% | 1% | 0% | x | x | -1% | -4% | x
FEN1 inhibitor | -6% | -12% | -17% | -4% | 4% | -4% | -4% | 2%
N370S GC | -7% | -2% | u | 3% | -7% | x | x | -12%

9: COc1cccc(CNC(=O)c2cccnc2Sc2ccc(C)cc2C)c1
10: Cc1cccc(-c2cc(NC(=O)C(C)(C)C)n(-c3ccccc3)n2)c1
11: CS(=O)(=O)c1ccccc1-c1nnc(NC(=O)c2ccc3ncsc3c2)o1
12: O=C(CSc1ncccn1)n1c2c(c3ccccc31)CCCC2
13: CC(Oc1ccccc1)C(=O)N1CCN=C1SCc1ccccc1 (stereo not given)
14: CCc1cc(C(=O)c2ccc(OC)cc2)c(NC(=O)CN2CCN(C)CC2)s1
15: CCn1ncc(Cl)c1C(=O)NC(C)c1ccccc1 (stereo not given)
16: O=C1NN(c2ccccc2)C(=O)/C1=C/c1ccc(-c2cccc(C(=O)O)c2)o1
compound no. | 9 | 10 | 11 | 12 | 13 | 14 | 15 | 16
TDP1 block | 0% | 3% | x | 3% | -1% | 3% | 0% | x
FEN1 inhibitor | -17% | -17% | -5% | u | -6% | -13% | -2% | u
N370S GC | 0% | x | -13% | 14% | -14% | -15% | -2% | -4%

17: Cc1cc(C)nc(N2CCCC(C(=O)NCc3cccs3)C2)n1 (stereo not given)
18: C=CCc1cccc2cc(C(=O)NCCOC)c(=O)oc12
19: O=C(COc1cccc(Oc2ccccc2)c1)Nc1ccc(SC(F)F)cc1
20: COc1cc(OC)cc(C(=O)NCC(=O)OCC(=O)Nc2ccc3c(c2)OCO3)c1
21: CC(=O)c1c(C)[nH]c(C(=O)Nc2ccc(F)cc2F)c1C
22: O=C1OCC2=C1C(c1ccc(F)cc1)c1cc3c(cc1N2)OCO3 (stereo not given)
23: COC(=O)c1cc(C#N)c(N(C)Cc2ccccc2)nc1C
24: CC(C)NC(=O)NC(=O)CSc1nnc(C(F)(F)F)n1C
compound no. | 17 | 18 | 19 | 20 | 21 | 22 | 23 | 24
TDP1 block | -1% | -7% | -7% | 5% | x | 2% | -2% | -12%
FEN1 inhibitor | -13% | 0% | 0% | 12% | 7% | -4% | 7% | 3%
N370S GC | 0% | 4% | 20% | 11% | -6% | 1% | 9% | 20%

25: O=C1N/C(=C/c2ccc(N3CCOCC3)o2)C(=O)N1c1ccccc1
26: COc1ccc(-c2nnn(CC(=O)N(CC(=O)NC3CCCC3)c3ccccc3)n2)cc1OC
27: CCN1CCN(CC(O)COC(c2ccccc2)c2ccccc2C)CC1 (stereo not given)
28: Cc1cc(=O)n(Cc2ccccc2)c2c1c(C)nn2C
29: CCOC(=O)c1oc2ccc(S(=O)(=O)n3nc(-c4cc(OCC)c(OCC)c(OCC)c4)cc3N)cc2c1C
30: O=C(N/N=C/c1ccc(-c2cccc([N+](=O)[O-])c2)o1)c1cccs1
31: CC1CCN(S(=O)(=O)c2ccc(C(=O)N3CCCC3C(=O)O)cc2)CC1 (stereo not given)
32: Cc1ccc(S(=O)(=O)N2[C@@H](c3ccc(Cl)cc3)C(C(=O)O)=CC[C@H]2c2ccc3c(c2)OCO3)cc1
compound no. | 25 | 26 | 27 | 28 | 29 | 30 | 31 | 32
TDP1 block | -2% | 0% | x | -5% | 1% | 0% | -3%[56.1 µM] | 1%
FEN1 inhibitor | 3% | 2% | -12% | 0% | -26% | 5% | 11% | -1%
N370S GC | -12% | -3% | -6% | x | x | 13% | x | 1%

33: CCc1ccc(NC(=O)CSc2nnc(CNC(=O)c3ccc(OC)cc3)o2)cc1
34: COC(=O)c1nn(-c2ccc(-c3ccccc3)cc2)cc1O
35: Cn1c(=O)c2c(nc(CN3CCc4ccccc4C3)n2Cc2ccc(Cl)cc2)n(C)c1=O
36: CC(C)N1CCN(C(=O)c2ccc(NC(=O)c3ccc(Br)o3)cc2)CC1
37: CCCCN(C)CCOc1ccccc1OCC
38: O=c1oc(-c2ccc(C(F)(F)F)cc2)nn1Cc1cc(Cl)ccc1O
39: CC(C)CCNC(=O)CC1Nc2c3ccccc3nc(=S)n2C1=O (stereo not given)
40: CCOC(=O)CCn1cnc2ccc([N+](=O)[O-])cc2c1=O
compound no. | 33 | 34 | 35 | 36 | 37 | 38 | 39 | 40
TDP1 block | 0% | 0% | 3% | x | 6% | 8% | -2% | 5%
FEN1 inhibitor | 17% | -9% | -2% | 13% | 2% | x | -12% | -2%
N370S GC | -5% | 4% | 0% | -6% | 4% | -8% | -3% | 3%

41: CC(NC(=O)CNC(=O)C(Cc1ccccc1)NC(=O)OCc1ccccc1)C(N)=O (stereo not given)
42: Cc1nn(-c2ccccc2)c(N2CCCC2)c1C=O
43: O=C(NC1CCCCC1)C12CC3CC(C1)CC(n1cncn1)(C3)C2
44: Cc1ccc(CNC(=O)CN2C(=O)CSc3ccc(S(=O)(=O)N4CCC(C)CC4)cc32)cc1
45: COc1ccccc1CNC(=O)COC(=O)c1ccc2c(=O)n3c(nc2c1)CCCCC3
46: Clc1ccccc1Nc1nc2ccccc2o1
47: CCSc1nc(CC)c2c(c1C#N)CCCC2
48: COc1ccc(S(=O)(=O)N2CCCCCC2)cc1NC(=O)Cc1ccccc1F
compound no. | 41 | 42 | 43 | 44 | 45 | 46 | 47 | 48
TDP1 block | 3% | 0% | 0% | 2% | 1% | -8% | 5% | x
FEN1 inhibitor | -10% | 5% | 7% | 1% | 12% | 2% | -18% | -12%
N370S GC | 2% | -1% | 1% | 2% | x | x | 8% | 30%

49: Cc1ccc(S(=O)(=O)N2[C@@H](c3ccc(Cl)cc3)C(C(=O)O)=C[C@H]2C(C)(C)C)cc1
50: Cc1ccc(C(C)C)c(OCC(=O)Nc2ccccc2N2CCN(C)CC2)c1
51: COc1ccc(CNc2cc(NCCCO)c([N+](=O)[O-])c3nonc23)cc1
52: CC1CC(OC(=O)C2CCN(S(=O)(=O)c3ccc(F)cc3)CC2)C(=O)O1 (stereo not given)
53: CS(=O)(=O)N(Cc1ccco1)CC(O)Cn1cc(C=O)c2ccccc21 (stereo not given)
54: CCOC(=O)CSc1ccc2ccccc2n1
55: COc1ccc(C2C(C#N)=C(N)Oc3cc(O)ccc32)cc1Cl (stereo not given)
56: O=S(=O)(Nc1ncnc2sc3c(c12)CCC3)c1ccc2ccccc2c1
compound no. | 49 | 50 | 51 | 52 | 53 | 54 | 55 | 56
TDP1 block | 3% | -7% | -1% | 1% | 2% | -4% | x | 5%
FEN1 inhibitor | 17% | -21% | u | -4% | 3% | 10% | -17% | -4%
N370S GC | x | u | 4% | -25% | -2% | 6% | 3% | 17%

# Full records, looked up by structure. Order of values: TDP1 block | FEN1 inhibitor | N370S GC
# Profile of COc1ccc(C2C(C#N)=C(N)Oc3cc(O)ccc32)cc1Cl (stereo not given) = x | -17% | 3%
# Profile of O=S(=O)(Nc1ncnc2sc3c(c12)CCC3)c1ccc2ccccc2c1 = 5% | -4% | 17%
# Profile of COc1ccc(CNc2cc(NCCCO)c([N+](=O)[O-])c3nonc23)cc1 = -1% | u | 4%

# Reprinted at random: 2 compounds from above
50: Cc1ccc(C(C)C)c(OCC(=O)Nc2ccccc2N2CCN(C)CC2)c1
52: CC1CC(OC(=O)C2CCN(S(=O)(=O)c3ccc(F)cc3)CC2)C(=O)O1 (stereo not given)
compound no. | 50 | 52
TDP1 block | -7% | 1%
FEN1 inhibitor | -21% | -4%
N370S GC | u | -25%

# Other structures.
57: CCOc1ccc(NC(=O)CSc2nnc(C)n2CCCOC)cc1
58: Cc1cc(N2CCN(CC(O)C(F)(F)F)CC2)c2ccccc2n1 (stereo not given)
59: COc1ccc(C(=O)Nc2ccccc2C(=O)NCc2cccnc2)cc1
60: CCn1c(=O)n(CC)c2cc(N3CCCC3)c(NC(=O)c3cc(Br)ccc3OC)cc21
61: O=C1OC2C[C@H]1[C@@H]1C(=O)N(Cc3ccccc3)CCC1C2I (stereo not given in full)
62: COc1ccc(C2/C=C\CN3CCC[C@H]3C(=O)N2Cc2ccc(F)cc2)cc1 (stereo not given in full)
63: CC(C)NC(=O)N(C)C[C@H]1Oc2ccc(NS(=O)(=O)c3cn(C)cn3)cc2C(=O)N([C@H](C)CO)C[C@@H]1C
64: C=CCN(c1ccccc1OC)S(=O)(=O)c1cccc(C(=O)OCC(=O)N2CC(C)OC(C)C2)c1 (stereo not given)
compound no. | 57 | 58 | 59 | 60 | 61 | 62 | 63 | 64
TDP1 block | 1% | x | 2%[56.1 µM] | 10% | 12% | 0%[56.1 µM] | 0% | 0%
FEN1 inhibitor | -6% | 11% | 7% | 10% | x | -4% | 0% | -4%
N370S GC | 2% | -6% | -6% | u | -6% | x | x | x

65: O=C(c1nn2cccnc2c1Cl)N1CCN(c2ccccc2)CC1
66: CCCCCn1c(SCCOCC)nc2c1c(=O)[nH]c(=O)n2C
67: COc1ccc(-n2nc(C(=O)Nc3cccc(C(F)(F)F)c3)c3c4ccccc4n(C)c3c2=O)cc1
68: CCCCC(=O)N(Cc1ccc(-c2ccccc2-c2nn[nH]n2)cc1)[C@H](C(=O)O)C(C)C
69: Cc1cc(C)cc(NC(=S)NC2CC3CCCC(C2)N3CC(C)C)c1 (stereo not given)
70: COc1ccc(OC2C=CC(c3ccccc3)OC2CO)cc1 (stereo not given)
71: S=C(NCCN1CCOCC1)Nc1ccccc1Cl
72: CCc1ccccc1NC(=O)c1cc2sc(Cl)cc2n1CC
compound no. | 65 | 66 | 67 | 68 | 69 | 70 | 71 | 72
TDP1 block | 2% | 6% | 5% | 9% | 4% | 7%[21 µM] | 3% | -2%
FEN1 inhibitor | 8% | -2% | -1% | x | 19% | x | 22% | -11%
N370S GC | 6% | -13% | x | 8% | 8% | -1%[12.8 µM] | 4% | x

73: O=C(COc1ccc(Br)cc1)N1CCN(c2ncccn2)CC1
74: COc1ccc(CCNC(=O)C(=O)c2c[nH]c3ccccc23)cc1
75: COc1ccc(CSc2nncn2N)cc1Br
76: CCOc1ccc(S(=O)(=O)N(C)c2ccc(OCC(=O)Nc3nc4ccccc4s3)cc2)cc1
77: Cc1cc(NC(=O)c2cc3n(n2)C(C(F)(F)F)CC(c2ccco2)N3)no1 (stereo not given)
78: Cc1ccccc1N/C=C/C(=C(C#N)C#N)N(C)C
79: Cc1ccc(C(=O)CC2(O)C(=O)N(CN3CCOCC3)c3ccccc32)cc1 (stereo not given)
80: CN(C)CCN1C(=O)c2oc3ccc(F)cc3c(=O)c2C1c1ccncc1 (stereo not given)
compound no. | 73 | 74 | 75 | 76 | 77 | 78 | 79 | 80
TDP1 block | -4%[56.1 µM] | 6% | 1% | -3% | 5% | 2% | 2% | 0%
FEN1 inhibitor | -11% | x | -5% | -3% | 2% | -11% | -2% | 1%
N370S GC | x | 1% | -4% | 1% | u | -12% | u | -13%

81: CN(C)CCNC(=O)c1ccc2c(c1)N(Cc1c(F)cccc1Cl)C(=O)c1ccccc1S2
82: COc1ccccc1NS(=O)(=O)c1ccc(O)c(C(N)=O)c1
83: O=C(NC(=S)NCC1CCCO1)c1ccc(Br)o1 (stereo not given)
84: C=CCOC(=O)N[C@H](C[N+](=O)[O-])c1ccccc1
85: COCCOC(=O)C1=C(C)NC(=O)NC1c1ccco1 (stereo not given)
86: CCc1ccc(CCC(=O)Nc2sc(C)c(C)c2C(=O)OC)o1
87: OCCN1CCN(CC#CCC(c2ccccc2)c2ccccc2)CC1
88: Cn1c(=O)c2ncn(CC(=O)NCCOc3ccc(C(C)(C)C)cc3)c2n(C)c1=O
89: CC(C)N(Cc1nccn1C)C(=O)c1cc(COc2cccc(C(F)(F)F)c2)on1
90: O=C(Cn1nc(-c2ccc(Cl)cc2)ccc1=O)NCCCN1CCN(Cc2ccccc2)CC1
compound no. | 81 | 82 | 83 | 84 | 85 | 86 | 87 | 88 | 89 | 90
TDP1 block | 2% | 0% | 0% | 4% | x | 4% | -6% | -2% | 7% | 6%
FEN1 inhibitor | -16% | -17% | -1% | x | -16% | 2% | 0% | 2% | -7% | 0%
N370S GC | x | 0% | 6% | -26% | 14% | 17% | -5% | 1% | -9% | 0%

# Assay outcomes (PubChem)
